Screening data deposited in PubChem by National Center for Advancing Translational Sciences (NCATS).
TDP1 cell noCPT: qHTS for Inhibitors of human tyrosyl-DNA phosphodiesterase 1 (TDP1): qHTS in cells in absence of CPT | DT40 Tdp1-/- hTDP1 cells, no CPT, ATP luminescence, 48 h | Potency, µM (doses to about 46.2 µM), inactives show at the top dose activity change, negative = growth inhibition, most hits filed as inhibitors | 15% of 420,000 active | AID 686978, 2013; note: nearly all actives have a fitted effect of over 55% in size
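Growth kinetics read by CellTiter-Glo luminescence after ≥48 hr at 37 °C. Cells: DT40 Tdp1-/- stably carrying human TDP1, 400 per well, compound exposure in the absence of CPT (DMSO vehicle).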
TDP1 cell CPT: qHTS for Inhibitors of human tyrosyl-DNA phosphodiesterase 1 (TDP1): qHTS in cells in presence of CPT. chicken DT40 Tdp1-/-;hTDP1 cells + 20 nM CPT, ATP luminescence, 48 h. Potency, µM (highest dose often 46.2 µM), for the others: top-dose activity change, negative = growth inhibition, usual class: inhibitors. 12% of 420,000 active. AID 686979, 2013; note: nearly all actives have a fitted effect of over 55% in size
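Cell growth measured by CellTiter-Glo luminescence after a minimum 48 h, 37 C compound exposure with 20 nM CPT in Tdp1-knockout DT40 cells stably expressing hTDP1, seeded 400/well; qHTS titration format.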
GCN5L2 inh: qHTS Assay for Inhibitors of GCN5L2; Histone acetyltransferase KAT2A (Homo sapiens), Q92830; GCN5L2 HAT assay, ThioGlo1 CoA-SH fluorescence; Potency, µM (series often up to 58.9 µM), for inactives: at the top dose activity change, negative = inhibition, actives largely listed as inhibitors; 0.21% of 390,000 active; AID 504327, 2011
Target sequence (Q92830 whole entry, looked up): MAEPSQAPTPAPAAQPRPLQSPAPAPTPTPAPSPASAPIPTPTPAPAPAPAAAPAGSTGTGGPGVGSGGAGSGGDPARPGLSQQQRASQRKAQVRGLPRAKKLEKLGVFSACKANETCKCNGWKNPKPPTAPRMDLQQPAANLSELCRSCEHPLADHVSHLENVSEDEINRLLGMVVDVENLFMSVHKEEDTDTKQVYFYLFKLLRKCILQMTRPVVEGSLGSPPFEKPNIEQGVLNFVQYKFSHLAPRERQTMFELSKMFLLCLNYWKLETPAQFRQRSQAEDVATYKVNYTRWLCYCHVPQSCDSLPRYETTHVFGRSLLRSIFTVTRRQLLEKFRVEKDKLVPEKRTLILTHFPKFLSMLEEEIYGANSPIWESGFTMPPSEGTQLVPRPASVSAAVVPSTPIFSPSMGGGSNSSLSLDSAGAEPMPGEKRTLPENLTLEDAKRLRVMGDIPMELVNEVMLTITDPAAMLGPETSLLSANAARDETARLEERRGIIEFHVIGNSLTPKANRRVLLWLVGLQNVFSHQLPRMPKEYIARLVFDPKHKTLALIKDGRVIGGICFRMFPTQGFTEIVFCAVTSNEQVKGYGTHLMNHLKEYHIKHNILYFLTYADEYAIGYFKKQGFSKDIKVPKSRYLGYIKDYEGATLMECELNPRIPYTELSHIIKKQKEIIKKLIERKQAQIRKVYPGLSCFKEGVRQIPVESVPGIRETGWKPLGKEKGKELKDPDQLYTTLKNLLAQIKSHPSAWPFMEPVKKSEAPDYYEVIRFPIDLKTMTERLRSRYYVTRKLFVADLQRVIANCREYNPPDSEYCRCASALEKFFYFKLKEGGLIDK
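Titration-based screen in which CoA formation is detected via maleimide probe ThioGlo1 (50uM) turning fluorescent on thiol reaction; substrates H3(1-25) 75uM and acetyl-CoA 70uM, GCN5L2 20nM, 20 min incubation at room temperature.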
Starred values were filed as active, the others as inactive; u = inconclusive; x = no result given; & = joins results of further samples; [ ] = another dose, or the depositor's remark. Calls come from the whole dose curve; as a rule, active = well fitted curve in the direction sought with a large enough effect; inconclusive = small, poorly fitted or top-dose-only effect, or another doubt; inactive = no such curve, though single readings can be large; an effect the other way counts as inactive or inconclusive. % is set by controls: 0 for no effect and ±100 for the full control effect; potency is the fitted concentration of half-maximal effect.

Sample of the layout (2 entries):
nr	compound	TDP1 cell noCPT	TDP1 cell CPT	GCN5L2 inh
1	COc1ccccc1N1CCN(C(=O)Cc2c(C(=O)O)[nH]c3ccc(Cl)cc23)CC1	u	-9%	-6%
2	Cc1ccccc1CC(=O)N1CCN(S(=O)(=O)c2ccc(Cl)s2)CC1	-28%	-23%	-9%

All compounds of this part, from the first entry:
nr	compound	TDP1 cell noCPT	TDP1 cell CPT	GCN5L2 inh
1	COc1ccccc1N1CCN(C(=O)Cc2c(C(=O)O)[nH]c3ccc(Cl)cc23)CC1	u	-9%	-6%
2	Cc1ccccc1CC(=O)N1CCN(S(=O)(=O)c2ccc(Cl)s2)CC1	-28%	-23%	-9%
3	C[C@H]1CCC(=O)N([C@H](COc2ccccc2)Cc2ccccc2)CC1	16µM*	18µM*	-2%
4	Cn1nnc2cc(C(=O)NC(C)(C)C)ccc21	-5%	-6%	0%
5	O=C(c1cccs1)N(CC1CCCO1)c1nc(-c2ccccc2)cs1 (stereo not given)	u	21µM*	-8%
6	Cc1ccc(NS(=O)(=O)c2cccc(C(=O)NCCCN3CCOCC3)c2)cc1	-21%	-12%	-3%
7	C=CCNc1nnc(SCC(=O)N2CCCCC2)c2ccccc12	4%	1%	-7%
8	NC(=O)c1cccc2ccccc12	4%	-20%	-2%
9	CC1C(=O)NC(=O)C1c1ccccc1 (stereo not given)	22%	30%[activator]	-7%
10	O=C(CC1NCCc2ccccc21)Nc1ccc(Cl)cc1 (stereo not given)	u	u	-9%
11	Cc1cccc2c3c([nH]c12)C(=O)CC(C)(C)S3	u	-13%	-7%
12	Cc1ccc(C(=O)Nc2nc(C(N)Cc3ccc(C(F)(F)F)cc3)cs2)cc1 (stereo not given)	u	u	x
13	COc1ccc(OC)c(-c2cc(Cl)c3c(c2)CC(CNC(=O)C(C)N2CCOCC2)O3)c1 (stereo not given)	u	-1%[9.04 µM]	x
14	O=C(Nc1ccccc1)C1CC2CCC1C2 (stereo not given)	15%	12%	-1%
15	Cc1ccc(NC(=O)CS(=O)CC(=O)N(CC(=O)NC2CCCC2)c2cc(C)ccc2C)cc1 (stereo not given)	-9%	-10%	-2%

Taken from above:
Value for no. 6 in TDP1 cell CPT: -12%
Value for no. 14 in TDP1 cell noCPT: 15%
Value for no. 2 in GCN5L2 inh: -9%

Next results:
nr	compound	TDP1 cell noCPT	TDP1 cell CPT	GCN5L2 inh
16	O=C1CCN(S(=O)(=O)c2ccccc2)CCN1CCOCc1ccc(F)cc1	-10%	-3%	-1%
17	O=C(Nc1ccc2nc(SCC(=O)N3CCOCC3)sc2c1)c1cccc(F)c1	21µM*	23µM*	-4%
18	COc1cccc(C(=O)NC2CCCc3c2cnn3-c2cc(C)cc(C)c2)c1 (stereo not given)	u	u	-5%
19	O=C(Cn1c(=O)n(-c2ccc(Cl)cc2)c(=O)c2c3c(sc21)CCCCC3)Nc1cccc(Cl)c1	u	u	-8%
20	O=C(c1ccco1)N1CCN(Cc2cc(=O)c(OCc3ccccc3F)co2)CC1	-4%	-14%	0%
21	O=C(c1ccco1)c1cn(CC(=O)N2CCCCC2)c2ccccc12	-12%	-4%	-5%
22	O=c1c(-c2ccccc2)nc2cnc(Oc3ccccc3)nc2n1C1CC1	u	-17%	-14%
23	CCc1cc2cc(C)c(C)cc2nc1SCC(=O)NNC(=O)c1ccco1	-19%	-16%	-1%
24	CCCCN(C(=O)c1ccc2c(c1)OCCO2)c1c(N)n(CCCC)c(=O)[nH]c1=O	-12%	-7%	-3%
25	Cc1ccc2c(=O)cc(C(=O)Nc3c(C)n(C)n(-c4ccccc4)c3=O)oc2c1C	-6%	2%	2%
26	CCOc1ccc(CN2CCc3nc(Nc4ccc5c(c4)OCCO5)ncc3C2)cc1	u	u	-2%
27	Cc1nn(Cc2ccccc2Cl)c(C)c1NC(=O)Cn1nc([N+](=O)[O-])c(Cl)c1C	-1%	-10%	2%
28	OC(CN1CCCCC1)c1cc(-c2ccccc2)on1 (stereo not given)	-4%	13%	x
29	CC(C)(C)OC(=O)NCCCCCC(=O)N/N=C/c1coc2ccccc2c1=O	u	-26%	-2%
30	CN(C)CCCN(C(=O)c1ccc(S(=O)(=O)N2CCc3ccccc32)cc1)c1nc2c(Cl)cccc2s1	u	u	-9%
31	COc1ccc(C(=O)NNC(=O)C(=O)NC2CCCCC2)cc1	u	-19%	-5%
32	CC(C)[C@H](NC(=O)N1CCn2c1nc1ccccc12)C(=O)NCCc1ccccc1	u	u	-13%
33	Cc1cc2sc3nc(=O)n(-c4ccccc4)c(=O)n3c2cc1C	u	u	-15%
34	c1csc(-c2csc3nc(CN4CCOCC4)nc(NCc4ccc5c(c4)OCO5)c23)c1	u	23µM*	-11%
35	COc1ccc(NC(=O)Nc2nc3ccccc3s2)cc1	u	u	-6%
36	CN(Cc1cnc2ccccn12)C1CCN(c2cccc(NC(=O)c3cccnc3)c2)CC1	u	5%[9.04 µM]	x
37	CC1=C(C(=O)N(C)C)CC(CC(=O)NCCc2ccccn2)C(=O)N1Cc1ccccc1 (stereo not given)	3%	-5%	x
38	CSc1ccc(CCNC(=O)c2ccc(CS(=O)Cc3ccc(Cl)cc3)o2)cc1 (stereo not given)	21µM*	u	-1%&-1%
39	O=C(O)c1ccc(NC(=O)c2cn(-c3ccccc3)nc2-c2ccccc2)cc1	u	u	-2%
40	COC(CNC(=O)c1cc(-c2ccncc2)nc2ccc(S(=O)(=O)N3CCOCC3)cc12)OC	-10%	-9%	-5%
41	O=C(COC(=O)C1CC1)Nc1ccc(S(=O)(=O)N2CCOCC2)cc1	-17%	-10%	4%
42	Fc1ccc(Br)cc1C1C=C(c2ccc(Br)s2)Nc2ncnn21 (stereo not given)	0.65µM*	0.92µM*	u
43	COc1ccc(/C=N/NC(=O)c2c(C)nnn2-c2nonc2N)cc1OC	-1%	3%	-8%
44	O=C(NCCCn1ccnc1)/C(=C\c1ccc(Br)cc1)NC(=O)c1ccccc1	u	u	-17%
45	C=CCC[C@H](Cc1ccc(F)cc1)C(=O)OC[C@H](C)NC(=O)[C@@H](CC=C)CC(=O)N[C@H](CO)Cc1ccccc1	u	u	-5%

4 of these compounds in a different format.
#38 CSc1ccc(CCNC(=O)c2ccc(CS(=O)Cc3ccc(Cl)cc3)o2)cc1 (stereo not given)
#39 O=C(O)c1ccc(NC(=O)c2cn(-c3ccccc3)nc2-c2ccccc2)cc1
#43 COc1ccc(/C=N/NC(=O)c2c(C)nnn2-c2nonc2N)cc1OC
#34 c1csc(-c2csc3nc(CN4CCOCC4)nc(NCc4ccc5c(c4)OCO5)c23)c1
entry no.,38,39,43,34
TDP1 cell noCPT,21µM*,u,-1%,u
TDP1 cell CPT,u,u,3%,23µM*
GCN5L2 inh,-1%&-1%,-2%,-8%,-11%

Continuation.
nr	compound	TDP1 cell noCPT	TDP1 cell CPT	GCN5L2 inh
46	Cn1c(=O)c2c(ncn2CC(=O)Nc2cccc(S(=O)(=O)Nc3ccccc3F)c2)n(C)c1=O	-15%	-14%	-9%
47	CCn1c(=O)c2sccc2n2c(CCCC(=O)NC3CCN(Cc4ccccc4)CC3)nnc12	18%	-5%	-7%
48	Nc1ccc(C=C2C=Cc3ccccc32)cc1	1%	4%	x
49	CC(C)C(NC(=O)c1ccccc1F)C(=O)NCCc1ccccn1 (stereo not given)	-2%	2%	2%
50	CCOC(=O)c1ccccc1OC(=O)CS(=O)c1ccccc1[N+](=O)[O-] (stereo not given)	u	u	-2%
51	CCOC(=O)c1c(C)[nH]c(CCC(=O)Nc2ccc(C)c(F)c2)c1C	15µM*	21µM*	-3%
52	O=C(NCCc1ccccc1)C1=CCN(S(=O)(=O)c2ccccc2)CC1	0%	-20%	-2%
53	O=C1C=C(c2ccc3[nH]ccc3c2)C[C@@H](c2ccc(F)cc2)C1	u	12µM*	-15%
54	CC1CCN(Cc2cc(=O)oc3ccc4ccccc4c23)CC1	u	2%	-23%
55	O=C(O)/C=C/c1ccc(S(=O)(=O)NCc2cccnc2)cc1	-5%	u	-16%
56	O=C(O)CC(c1ccccc1)N1C(=O)c2cccc([N+](=O)[O-])c2C1=O (stereo not given)	8%	-1%	0%
57	O=C(NCCc1ccc(Cl)cc1)C1CC(=O)N(C2CCCC2)C1 (stereo not given)	19%	-15%	-8%
58	COCC(=O)Nc1ccc(S(=O)(=O)Nc2nccs2)cc1	-6%	4%	-3%
59	COC(=O)c1ccc(CNC(=O)COC(=O)C23CC4CC(CC(C4)C2)C3)cc1	-5%	-13%	-3%
60	Cc1ccccc1N1CCN(S(=O)(=O)c2nnc(NC(=O)CC(C)C)s2)CC1	u	u	3%
61	CC(C)C(=O)Nc1nnc(SCC(=O)NCC2CCCO2)s1 (stereo not given)	-2%	3%	-3%
62	Cc1ccc(NC(=O)O/N=C/c2c(C)nn(C(C)(C)C)c2C)cc1Cl	-21%	0%	3%
63	CCOc1ccc(CCNC(=O)c2nn(C)c3c2CSc2ccc(C)cc2-3)cc1OCC	13µM*	u	-20%
64	N#CC(C#N)=C(Nc1ccc(F)cc1)SCc1cccc(F)c1	2.6µM*	2.6µM*	-8%
65	CC(C)Cn1nc(NC(=O)c2ccco2)c2cc3ccccc3nc21	13µM*	15µM*	u
66	CCCc1cc(=O)oc2cc(OCC(=O)Nc3cc(C)on3)ccc12	-11%	-14%	-3%
67	CS(=O)(=O)NCC(c1cccnc1)N1CCN(c2ccccc2F)CC1 (stereo not given)	-13%	-3%	-5%
68	Cc1c(Cl)cccc1NC(=O)CC(Cc1ccccc1)C(=O)O (stereo not given)	-22%	3%	2%
69	CCN1CCN(CC(O)COc2ccc(C(C)=O)cc2)CC1 (stereo not given)	-5%	10%	-8%
70	Cc1c(C(=O)N2CCCCC2)nn(-c2ccc(Cl)cc2)c(=O)c1C#N	14%	3%	-10%
71	CCCCn1c(N)c(N(CCOC)C(=O)c2cc(-c3ccco3)nc3ccccc23)c(=O)[nH]c1=O	7%	-5%	u
72	COc1ccc(-c2cnnc(N/N=C/c3ccc(O)cc3)n2)cc1	12µM*	u	-5%
73	c1ccc(COc2cccc(CNCc3ccccn3)c2)cc1	-15%	u	23%
74	O=C(c1ccc2c(c1)N(Cc1ccccc1F)C(=O)c1ccccc1S2(=O)=O)N1CCCCC1	16µM*	u	-3%
75	Cc1cccc(C)c1Nc1c(-c2ccsc2)nc2ccccn12	5.8µM*	7.3µM*	0%
76	Cc1ccccc1-c1ccccc1N	-1%	3%	-3%
77	Cc1ccc(CN2CCN(/N=C/c3ccc(C)s3)CC2)cc1	-10%	-12%	-2%
78	Cc1c(C)n(Cc2ccc(F)cc2)c2ccc(C(=O)N3CCN(c4ccc(Cl)cc4)CC3)cc12	u	18µM*	-9%
79	COC(=O)c1ccc(NC(=O)C2CCCN2S(=O)(=O)c2ccc(OC)cc2)cc1 (stereo not given)	u	u	1%
80	O=C(NCc1n[nH]c(=S)n1-c1cccc(Cl)c1)c1ccc(S(=O)(=O)N2CCCCC2)cc1	0%	-4%	0%
81	COc1cc(C2c3c(oc4ccccc4c3=O)C(=O)N2c2ccc(C)cn2)ccc1O (stereo not given)	-12%	u	8%
82	COc1cc(CNCCc2ccccc2)cc(Cl)c1OCc1ccccc1	u	u	-8%
83	CCc1cc2ccccc2nc1SCC(=O)N1CCN(C(=O)c2ccco2)CC1	u	u	-5%
84	CN(Cc1ccccc1)C(=O)COC(=O)C1CCN(S(=O)(=O)c2cccs2)CC1	-14%	-9%	-6%
85	CCOC(=O)c1cc2c(=O)n3cccc(C)c3nc2n(CCOC)c1=NC(C)=O	-29%	-10%	-2%
86	C[C@@H](NC(=O)c1nc[nH]c1C(=O)N[C@@H](Cc1ccccc1)C(=O)OCc1ccccc1)c1ccccc1	18µM*	u	-5%
87	CC(C)CCN(CCC(C)C)C(CO)(CO)CO	u	0%	-23%
88	CC(C)C1C(=O)N(Cc2cn(Cc3ccco3)nn2)CCS(=O)(=O)N1Cc1ccc(-c2ccc(F)cc2)cc1 (stereo not given)	21µM*	u	x
89	COc1ccc(NC(=O)CN(Cc2ccccc2)S(C)(=O)=O)cc1	-25%	-9%	-1%[0.501 µM]
90	COc1cc(C)cc(C(=O)O)c1C1=C(O)c2cccc(O)c2C(=O)C1=O	5%	3%	-1%
91	CCOc1ccccc1NC(=O)c1ccc(OCC)c([N+](=O)[O-])c1	-29%	u	-2%

2 entries picked at random from the list so far:
nr	compound	TDP1 cell noCPT	TDP1 cell CPT	GCN5L2 inh
82	COc1cc(CNCCc2ccccc2)cc(Cl)c1OCc1ccccc1	u	u	-8%
89	COc1ccc(NC(=O)CN(Cc2ccccc2)S(C)(=O)=O)cc1	-25%	-9%	-1%[0.501 µM]
